High-throughput results deposited in PubChem by National Center for Advancing Translational Sciences (NCATS).
KDM5B inh = KDM5B demethylase inhibition | Q9UGL1 | 220,000 compounds, 2.6% hits | KDM5B demethylase, FDH-coupled NADH fluorescence (FDH is formaldehyde dehydrogenase) | AID 1347165 | Potency, µM (titrated, usually from 57.7 µM), for inactives: top-dose activity change, negative = inhibition, hits mostly inhibitors; active means well fitted inhibition curve with a large enough effect; inconclusive means small, poorly fitted or top-dose-only effect; inactive means no such curve, though single readings can be large or run the other way; further: 0% is about no effect; nearly all actives have a fitted effect of over 70% in size
Target sequence (Q9UGL1 whole entry, looked up): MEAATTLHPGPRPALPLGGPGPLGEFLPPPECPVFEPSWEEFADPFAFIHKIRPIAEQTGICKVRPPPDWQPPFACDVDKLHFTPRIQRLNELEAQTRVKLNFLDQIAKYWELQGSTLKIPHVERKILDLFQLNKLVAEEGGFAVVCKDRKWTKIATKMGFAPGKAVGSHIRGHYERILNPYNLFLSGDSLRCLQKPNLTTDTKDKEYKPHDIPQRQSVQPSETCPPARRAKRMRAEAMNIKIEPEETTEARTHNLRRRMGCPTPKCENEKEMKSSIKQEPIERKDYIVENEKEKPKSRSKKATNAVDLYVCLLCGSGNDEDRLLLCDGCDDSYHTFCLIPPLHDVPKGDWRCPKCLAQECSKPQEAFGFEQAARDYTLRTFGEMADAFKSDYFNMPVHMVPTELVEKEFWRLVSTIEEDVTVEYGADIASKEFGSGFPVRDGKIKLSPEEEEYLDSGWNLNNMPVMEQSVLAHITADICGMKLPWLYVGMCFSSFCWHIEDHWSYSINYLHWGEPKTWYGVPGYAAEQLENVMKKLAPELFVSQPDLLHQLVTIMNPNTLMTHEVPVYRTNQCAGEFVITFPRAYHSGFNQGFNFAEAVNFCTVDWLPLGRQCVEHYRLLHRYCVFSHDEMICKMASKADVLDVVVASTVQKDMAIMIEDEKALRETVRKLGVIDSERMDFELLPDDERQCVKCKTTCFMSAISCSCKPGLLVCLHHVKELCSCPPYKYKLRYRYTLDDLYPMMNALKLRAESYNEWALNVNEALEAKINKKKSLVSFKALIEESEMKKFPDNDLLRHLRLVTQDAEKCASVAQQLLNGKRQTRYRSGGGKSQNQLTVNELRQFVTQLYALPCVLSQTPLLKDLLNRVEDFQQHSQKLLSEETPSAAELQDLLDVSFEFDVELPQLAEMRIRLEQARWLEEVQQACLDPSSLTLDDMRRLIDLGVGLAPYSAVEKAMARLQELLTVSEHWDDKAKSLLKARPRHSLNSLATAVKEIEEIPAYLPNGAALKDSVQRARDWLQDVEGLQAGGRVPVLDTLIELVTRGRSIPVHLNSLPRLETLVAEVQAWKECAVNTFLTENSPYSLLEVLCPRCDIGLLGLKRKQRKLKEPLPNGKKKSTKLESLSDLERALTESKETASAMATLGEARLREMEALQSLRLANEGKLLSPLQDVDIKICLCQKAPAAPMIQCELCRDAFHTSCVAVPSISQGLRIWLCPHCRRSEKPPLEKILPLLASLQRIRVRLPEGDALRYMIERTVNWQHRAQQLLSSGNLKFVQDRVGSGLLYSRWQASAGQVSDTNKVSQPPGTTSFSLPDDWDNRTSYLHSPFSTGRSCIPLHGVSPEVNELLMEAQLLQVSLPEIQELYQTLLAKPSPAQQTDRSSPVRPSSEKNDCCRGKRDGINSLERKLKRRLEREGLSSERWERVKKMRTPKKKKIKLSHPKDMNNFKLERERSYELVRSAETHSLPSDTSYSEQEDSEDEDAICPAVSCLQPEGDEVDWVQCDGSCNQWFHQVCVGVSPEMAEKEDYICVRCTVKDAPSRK
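qHTS format, multiple compound concentrations. Buffer 50 mM HEPES pH 7.5/0.01% Tween-20; 200 nM KDM5BΔAP final; 10 min compound preincubation; substrate-mix levels 12.5 µM peptide, 25 µM α-KG, 0.25 mM NAD⁺; 30 min RT; ΔRFU.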
Starred values were filed as active, the others as inactive; i = inactive; u = inconclusive; & = joins results of further samples; [ ] = dose if it differs, or a comment. Potency means the concentration at half of the fitted maximal effect. The list is partial; rates above refer to the full screens.

Molecule,KDM5B inh
CC(C)(C)c1ccc(C(=O)NCC(=O)OCc2ncc(-c3ccccc3)o2)cc1,-15%
CCN(CC)C(=O)C1=C(C)Nc2nc3ccccc3n2C1c1ccc(Cl)cc1 (stereo not drawn),u
CCOc1ccc(CCNC(=O)C(CC)n2nc(C)c3c(C)n(-c4ccccc4)nc3c2=O)cc1 (stereo not drawn),-8%
COc1ccccc1NC(=O)c1oc2ccccc2c1NC(=O)c1ccc(S(=O)(=O)N(C)C)cc1,-2%
C=CCn1c(SCc2nc3ccccc3o2)nc2ccccc2c1=O,5%
O=C(Nc1ccc2oc(-c3ccccc3)nc2c1)c1cccnc1,17%
COc1ccccc1CC(=O)N1CCCN(c2cc(-c3ccccc3)[nH]n2)CC1,u
COCCNC(=O)Cn1nc(-c2ccc(C)cc2)c2ccccc2c1=O,33%&-15%&2%[activator]
COC(=O)Cn1cc(/C=C2/SC(=O)N(C(C)C)C2=O)c2ccccc21,-14%
CCc1ccccc1-n1nc(-c2c(C)nc3scc(CC(=O)NCc4ccco4)n3c2=O)cc1C,28µM*
CCOc1ccc(Nc2nc(N)nc(CSC(=S)N3CCOCC3)n2)cc1,9%
CCC(C)C(=O)N1CCC2(CC1)NCCc1c2[nH]c2ccccc12 (stereo not drawn),u
Cc1nc(-c2ccccc2)sc1CCNC(=O)C(=O)Nc1ccc2c(c1)OCO2,17%
CCc1cccc2sc(N3CCN(C(=O)C4CC4)CC3)nc12,-15%
O=C(CSc1nccn1Cc1ccccc1)NCc1ccccc1Cl,8%
Cc1cc(Br)ccc1NC(=S)NC1CCCC1,32%
Cc1ccc2c(c1)N(CCC(=O)NCc1ccccc1Cl)C(=O)CO2,8%
CC(=O)N1Cc2ccccc2CC2(CCN(Cc3cccnc3)C2)C1 (stereo not drawn),-1%[115 µM]
CCOC(=O)C1CCN(C(=O)c2cc(-c3ccncc3)cn2Cc2ccccc2C)CC1,-30%
O=C(c1ccc(Cl)cc1)N1CCOCC2(C1)CN([S+](=O)([O-])c1ccccc1)C2,-15%[86.2 µM]
CCn1c(=O)cc(OCC(=O)N(C)c2ccc(OC)cc2)c2ccccc21,-14%
COC(=O)c1ccc(Cn2nc(-c3ccc(C)c(C)c3)ccc2=O)cc1,u
Cc1cc2nc3n(c(=O)c2n1CC(=O)NCc1ccc(Cl)cc1)CCCC3,6%
Cc1cc(C)c(NC(=O)COC(=O)c2ccccc2)c(Cl)c1,1%
CN(C)Cc1ccc(-c2cc3c(ccn3C)c(C(=O)NCc3cccnc3)n2)cc1,i
O=[N+]([O-])c1ccccc1/C=N/Nc1ccc(S(=O)(=O)Nc2ccc(Cl)cc2)cc1[N+](=O)[O-],-3%
O=C(COc1ncnc2ccccc12)Nc1cc([N+](=O)[O-])ccc1F,35%
COc1ccc(C(=O)N2CCn3c(nn(-c4ccc(Cl)cc4)c3=O)C2)cc1,1%[115 µM]
O=S(=O)(c1cc(F)ccc1F)N1CCC(n2cc(CCCO)nn2)CC1,4%
O=C(c1ccccc1)N(Cc1cccnc1)Cc1cc2ccccc2[nH]c1=O,u

With a hit mark in KDM5B inh, among the entries above:
Molecule,KDM5B inh
CCc1ccccc1-n1nc(-c2c(C)nc3scc(CC(=O)NCc4ccco4)n3c2=O)cc1C,28µM*

(further entries)
Molecule,KDM5B inh
CCOC(=O)CSc1nc2ccc(NC(=O)c3ccc(F)cc3)cc2s1,-29%
CC(Sc1nnc(C2CC2)o1)C(=O)c1c[nH]c2ccccc12 (stereo not drawn),-10%
CC(C)NC[C@H]1O[C@@H]2C[C@@H](CC(=O)NCc3nccn3C)O[C@@H]2[C@@H]1O,-19%[86.2 µM]
N#Cc1nc(-c2ccco2)oc1N1CCN(C(=O)c2ccc(Cl)cc2)CC1,-10%
CCC(=O)n1nc(-c2cccnc2)nc1NCc1ccc(F)cc1,u
CCC(CC)NC(=O)C1CCN(C(=O)c2ncn3c2COC(c2ccc(F)cc2)C3)CC1 (stereo not drawn),4%
NC(N)=NN=C1c2ccccc2-c2ccccc21,-27%
CCc1cccc(NC(=O)C2CCC(CNS(=O)(=O)c3ccc4c(c3)CCCC(=O)N4)CC2)c1 (stereo not drawn),-14%
Cc1ccc(-c2csc(-c3nc(-c4ccccc4)cs3)n2)c(C)c1,6%
Cc1cccn2cc(COc3ccc(C(=O)O)cc3)nc12,-22%
O=C(CC1(O)C(=O)Nc2c(C(F)(F)F)cccc21)c1ccco1 (stereo not drawn),17%
CC(C)C(=O)Nc1c(C(=O)N2CCN(c3ccccc3F)CC2)oc2ccccc12,-22%
COc1ccc(CN2C(=O)CO[C@H]3CN(c4ccc(C#N)cn4)C[C@H]32)cc1,u
COc1ccc(-c2noc([C@@H]3Cc4nc[nH]c4CN3C(=O)Nc3ccc(C)cc3)n2)cc1,u
COc1ccc(/C=N/OCC(=O)OCC(=O)c2ccc(Cl)cc2)cc1,1%
O=C(c1ccccc1OCC1CCCN(Cc2nccs2)C1)N1CCCCC1 (stereo not drawn),-27%
Cc1ccc(N2C(=O)N[C@@H]3CCN(C(=O)c4ccc(C(C)(C)C)cc4)[C@@H]3C2=O)cc1,-1%[86.2 µM]
CCOCCc1nc(C2CCOC2)nn1C1CCCCC1 (stereo not drawn),-35%
O=C(c1ccc(F)cc1F)N1CCCN(C(=O)C2CC2)c2ccccc21,9%
COc1ccccc1OCC(=O)Nc1ccc2c(c1)N(C(=O)c1cccnc1)CCC2,-14%
O=C(C1=C(Nc2ccc3c(c2)OCO3)c2ccccc2S1(=O)=O)N1CCOCC1,1%
COc1ccc(NC(=O)Nc2ccc3nonc3c2)cc1,-4%
O=S(=O)(NCC(O)Cn1c2ccc(Cl)cc2c2cc(Cl)ccc21)c1ccccc1 (stereo not drawn),10%
CCC1=Nc2cc(C(=O)NCc3ccccc3Cl)ccc2Sc2ccc(C)cc21,-42%
CCCCNC(=O)C1CCN(C(=O)c2ncn3c2COC(c2ccc(OC)cc2)C3)CC1 (stereo not drawn),21%
CCCCCCCCS(=O)CCCCO (stereo not drawn),12%
O=C(NC1CCCC1)c1cccc2c1CCN2S(=O)(=O)c1ccccc1,5%
CN1CCC2(C1)CN(CC1CCOCC1)c1ccc(C(=O)Nc3ccccc3)cc12 (stereo not drawn),u
O=C(Nc1ccc(Cl)cc1)C1CCC(CNS(=O)(=O)c2ccc(Br)s2)CC1 (stereo not drawn),2%
CN1CCC(Oc2ncccc2C(=O)NCCc2ccncc2)CC1,u
COc1cccc(C(=O)Nc2ccccc2-c2nc3ccccc3s2)c1,3%
COc1ccc(-c2nc(C(C)C)nc3c2CN([S+](=O)([O-])c2cccs2)CC3)cc1,-5%
CC1=C(C(=O)NCc2cccc(Br)c2)C2(CCCCC2)OC1=O,-19%
CCC(C)NC(=O)C1COC2(CCN(C(=O)CC(C)C)CC2)N1C(=O)c1cccc(OC)c1 (stereo not drawn),-18%
Cc1ccc(NC(=O)CSc2ccc(-c3sc(-c4ccccc4)nc3C)nn2)cc1F,u
C=CCn1ccn2cnc(-c3ccccc3)c2c1=O,-23%
CC1CCN(C(=O)CSc2nnc(NC(=O)Nc3ccccc3)s2)CC1,-24%
CN(CC1CCOC1)S(=O)(=O)c1cccc(C(F)(F)F)c1 (stereo not drawn),22%
CC(=O)c1ccc(OCc2coc(-c3cccc(Cl)c3)n2)cc1,11%
COc1ccc2[nH]c(=O)c(CNc3ccccc3C)cc2c1,u
COc1ccc(C(=O)N[C@H]2CO[C@H]3[C@@H]2OC[C@H]3OCc2ccccc2)cc1,7%[86.2 µM]
CCN1c2cc(C(=O)Nc3ccc(OC)c(OC)c3)ccc2C(=O)N2CCCCCC21 (stereo not drawn),u
O=C(NCCc1c[nH]c2ccccc12)c1c(OCC2CC2)cc(=O)n2c1CCOCC2,6%
CCc1c(C)nc2nc(-c3ccccc3)nn2c1NCc1ccc(C)cc1,-23%
Brc1ccc(-c2nnc3sc(CN4CCCCC4)cn23)cc1,0%
CC(C)N1C(=O)C2(CCCCC2)C1C(=O)NCC1CC1 (stereo not drawn),-8%
COc1ccc(C(=O)N2CCC(n3cc(-c4nc(C)no4)nn3)CC2)c(C)c1,8%
Cc1ccc(SCCC(=O)OCc2cc(C#N)ccc2F)cc1,6%
COc1ccccc1NC(=O)C1=C(C)Nc2c(C(=O)Nc3ccc(F)cc3)cnn2C1c1cccc([N+](=O)[O-])c1 (stereo not drawn),-16%
c1ccc(CNC[C@H]2Cn3c(-c4ccc5c(c4)OCCO5)cnc3CO2)cc1,-23%[86.2 µM]
CNC(=O)c1ccc(S(=O)(=O)Nc2ccccc2)cc1,13%
CN(C)c1ncc2c(n1)C(C)(C(=O)NCCCn1ccnc1)CCC2 (stereo not drawn),35µM*
COc1ccc(-c2nc(C(=O)N3CCOCC3)nn2-c2ccccc2Cl)cc1,4%
CC1CCCN(C(C)C(=O)N(C)CC(=O)Nc2ccccc2C(F)(F)F)C1 (stereo not drawn),17%
Cc1ccc2[nH]c(=O)c3cc(C(=O)NCc4ccccc4Cl)sc3c2c1,-14%
Cc1cc(/C=C2\C(=O)NN(c3ccccc3)C2=O)c(C)n1-c1ccccc1O,14%
COCc1cc(C[C@@H]2CC[C@H](O)[C@@H](CNC(=O)COc3ccccc3)O2)no1,-11%[86.2 µM]
Cc1ccccc1OCC(=O)Nc1ccc(S(=O)(=O)N(Cc2ccccc2)c2ccccc2)cc1,-18%
Cc1ccc(NC(=O)c2cnc(SCC(=O)N3CCOCC3)n(C)c2=O)cc1,-2%
Cc1cccc(CS(=O)(=O)Cc2ccc(C(=O)NC(C)c3ccccc3)o2)c1 (stereo not drawn),-28%

Next compounds.
Molecule,KDM5B inh
CCOc1ccccc1CN1CCN(C(=O)c2ccccn2)CC1CCO (stereo not drawn),20µM*
C=CCn1c(C)cc(C(=O)COc2ncnc3ccc(Br)cc23)c1C,-3%
Cc1cccc(C(=O)N2CCCCCCNC(=O)CC2)c1,19%
CCOc1cc(C(F)(F)F)cnc1/C(N)=N/O,-1%
CCNC(=O)N1C[C@@H](Oc2cccnc2)C[C@@H]1C(=O)NCCOC,17%
Cc1ccccc1Cn1cc(NC(=O)c2cc(C(C)C)on2)cn1,-10%
CCN(CCCNC(=O)c1nn(-c2ccc(OC)c(Cl)c2)c(=O)c2c1c1ccccc1n2C)c1cccc(C)c1,-29%
COc1ccc(OCC2(C)COc3ccc(C(=O)NCc4cccc(F)c4)cc3N2)cc1 (stereo not drawn),32µM*

27 consecutive entries from above, for reference:
Molecule,KDM5B inh
CC(=O)c1ccc(OCc2coc(-c3cccc(Cl)c3)n2)cc1,11%
COc1ccc2[nH]c(=O)c(CNc3ccccc3C)cc2c1,u
COc1ccc(C(=O)N[C@H]2CO[C@H]3[C@@H]2OC[C@H]3OCc2ccccc2)cc1,7%[86.2 µM]
CCN1c2cc(C(=O)Nc3ccc(OC)c(OC)c3)ccc2C(=O)N2CCCCCC21 (stereo not drawn),u
O=C(NCCc1c[nH]c2ccccc12)c1c(OCC2CC2)cc(=O)n2c1CCOCC2,6%
CCc1c(C)nc2nc(-c3ccccc3)nn2c1NCc1ccc(C)cc1,-23%
Brc1ccc(-c2nnc3sc(CN4CCCCC4)cn23)cc1,0%
CC(C)N1C(=O)C2(CCCCC2)C1C(=O)NCC1CC1 (stereo not drawn),-8%
COc1ccc(C(=O)N2CCC(n3cc(-c4nc(C)no4)nn3)CC2)c(C)c1,8%
Cc1ccc(SCCC(=O)OCc2cc(C#N)ccc2F)cc1,6%
COc1ccccc1NC(=O)C1=C(C)Nc2c(C(=O)Nc3ccc(F)cc3)cnn2C1c1cccc([N+](=O)[O-])c1 (stereo not drawn),-16%
c1ccc(CNC[C@H]2Cn3c(-c4ccc5c(c4)OCCO5)cnc3CO2)cc1,-23%[86.2 µM]
CNC(=O)c1ccc(S(=O)(=O)Nc2ccccc2)cc1,13%
CN(C)c1ncc2c(n1)C(C)(C(=O)NCCCn1ccnc1)CCC2 (stereo not drawn),35µM*
COc1ccc(-c2nc(C(=O)N3CCOCC3)nn2-c2ccccc2Cl)cc1,4%
CC1CCCN(C(C)C(=O)N(C)CC(=O)Nc2ccccc2C(F)(F)F)C1 (stereo not drawn),17%
Cc1ccc2[nH]c(=O)c3cc(C(=O)NCc4ccccc4Cl)sc3c2c1,-14%
Cc1cc(/C=C2\C(=O)NN(c3ccccc3)C2=O)c(C)n1-c1ccccc1O,14%
COCc1cc(C[C@@H]2CC[C@H](O)[C@@H](CNC(=O)COc3ccccc3)O2)no1,-11%[86.2 µM]
Cc1ccccc1OCC(=O)Nc1ccc(S(=O)(=O)N(Cc2ccccc2)c2ccccc2)cc1,-18%
Cc1ccc(NC(=O)c2cnc(SCC(=O)N3CCOCC3)n(C)c2=O)cc1,-2%
Cc1cccc(CS(=O)(=O)Cc2ccc(C(=O)NC(C)c3ccccc3)o2)c1 (stereo not drawn),-28%
CCOc1ccccc1CN1CCN(C(=O)c2ccccn2)CC1CCO (stereo not drawn),20µM*
C=CCn1c(C)cc(C(=O)COc2ncnc3ccc(Br)cc23)c1C,-3%
Cc1cccc(C(=O)N2CCCCCCNC(=O)CC2)c1,19%
CCOc1cc(C(F)(F)F)cnc1/C(N)=N/O,-1%
CCNC(=O)N1C[C@@H](Oc2cccnc2)C[C@@H]1C(=O)NCCOC,17%
